MazEF act – increases E. coli MazEF RNase cleavage of RNA. 350,000 compounds, 0.32% hits. activation, % at 20 µM. FAM/BHQ RNA-DNA oligo cleavage fluorescence, 5 h. AID 504720; in the data active = activation above about 50%
Target sequence (P0AE70 whole entry, looked up): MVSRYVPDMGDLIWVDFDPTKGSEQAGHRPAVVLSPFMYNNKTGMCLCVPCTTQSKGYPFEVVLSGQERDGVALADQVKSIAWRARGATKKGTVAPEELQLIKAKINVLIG
Mtb FBA inh – inhibits M. tuberculosis FBA enzyme | purified M. tuberculosis FBA, fluorescence read-out | inhibition, % at 1 µM | 360,000 compounds, 2.3% hits; in the data active = inhibition above about 27%;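 also: 0% = vehicle and 100% = reference inhibitor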
Target sequence (P9WQA3 whole entry, looked up): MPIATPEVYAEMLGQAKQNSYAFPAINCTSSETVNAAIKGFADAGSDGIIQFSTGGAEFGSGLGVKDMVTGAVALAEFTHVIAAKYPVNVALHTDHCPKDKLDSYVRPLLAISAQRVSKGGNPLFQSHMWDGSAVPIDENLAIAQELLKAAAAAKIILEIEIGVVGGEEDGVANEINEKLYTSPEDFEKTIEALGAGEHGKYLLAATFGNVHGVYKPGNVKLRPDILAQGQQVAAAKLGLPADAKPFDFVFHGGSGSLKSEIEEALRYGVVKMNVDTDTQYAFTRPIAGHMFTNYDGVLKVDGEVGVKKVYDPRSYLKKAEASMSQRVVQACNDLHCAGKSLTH
SSB-PriA inh – blocks PriA binding to SSB C-terminal tail; AlphaScreen SSBct-PriA binding, biotinylated peptide; inhibition, % at 33 µM; 430,000 compounds, 0.6% hits; in the data active = inhibition mostly above about 37%, no sharp cut-off; inactive = mostly below about 20%;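 also: plate controls were negative control peptide for no effect and reference peptide for full effect; strong numbers were not always called active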
GDH-TPI counter – GDH-TPI coupled enzyme inhibition counter-screen | GDH-TPI coupled enzyme counterscreen, NADH absorbance | inhibition, % at 4.8 µM | 360,000 compounds, 1.2% hits | AID 588335; in the data active = inhibition above about 30%;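 also: 0% = DMSO wells and 100% = wells lacking the enzyme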
UGM FP inh – inhibitors of M. tuberculosis UDP-galactopyranose mutase | purified UGM, fluorescence polarization probe displacement | inhibition, % at 10 µM | P9WIQ1 | 320,000 compounds, 0.06% hits; in the data active = inhibition above about 10%, passing the limit was not always enough
SARS 3CLpro inh – SARS-CoV 3CLpro protease inhibition; 290,000 compounds, 0.14% hits; P0C6X7; AID 1706; inhibition, % at 6 µM; recombinant SARS-CoV 3CLpro, quenched FRET peptide cleavage; in the data active = inhibition above about 12%
BH1578 lux ind – inducers of Vibrio cholerae quorum light production without autoinducers; activation, % at 18.7 µM; 350,000 compounds, 0.16% hits; V. cholerae BH1578 lux reporter, luminescence, 6 h; AID 588436; in the data active = activation mostly above about 9.7%, no sharp cut-off; also: not every result past the cut was called active; inactives centre near 0; reference of the scale not given here
Rv3671c inh – Rv3671c (M. tuberculosis) protease inhibition. P9WHR9. inhibition, % at 5.96 µM. 320,000 compounds, 0.048% hits. AID 2606; in the data active = inhibition above about 38%;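 also: extracellular domain of Rv3671c used as enzyme; 0% = enzyme with DMSO and 100% = no enzyme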
Target sequence (P9WHR9 whole entry, looked up, the tested form may be a part): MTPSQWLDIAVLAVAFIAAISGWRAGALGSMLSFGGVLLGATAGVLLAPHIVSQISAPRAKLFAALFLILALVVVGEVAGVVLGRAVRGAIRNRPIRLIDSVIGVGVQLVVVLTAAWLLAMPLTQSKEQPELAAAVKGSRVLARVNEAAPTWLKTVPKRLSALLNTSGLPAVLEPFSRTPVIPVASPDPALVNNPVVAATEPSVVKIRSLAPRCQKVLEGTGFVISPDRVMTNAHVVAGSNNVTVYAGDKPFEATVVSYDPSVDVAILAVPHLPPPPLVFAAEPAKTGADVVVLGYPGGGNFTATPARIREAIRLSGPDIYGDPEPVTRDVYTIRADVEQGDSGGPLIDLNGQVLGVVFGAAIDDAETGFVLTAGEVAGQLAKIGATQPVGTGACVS
Mtb BioA inh – blocks M. tuberculosis BioA enzyme activity | inhibition, % at 9.99 µM | AID 602481 | purified M. tuberculosis BioA enzyme, plate reader | 360,000 compounds, 0.096% hits; in the data active = inhibition above about 40%
DUSP3 inh – inhibitors of human VHR1 phosphatase (DUSP3); P51452; recombinant VHR phosphatase, pNPP absorbance; inhibition, % at 13.3 µM; 290,000 compounds, 0.52% hits; AID 1654; in the data active = inhibition above about 50%; also: some compounds called inactive have numbers as strong as hits
Target sequence (P51452 whole entry, looked up): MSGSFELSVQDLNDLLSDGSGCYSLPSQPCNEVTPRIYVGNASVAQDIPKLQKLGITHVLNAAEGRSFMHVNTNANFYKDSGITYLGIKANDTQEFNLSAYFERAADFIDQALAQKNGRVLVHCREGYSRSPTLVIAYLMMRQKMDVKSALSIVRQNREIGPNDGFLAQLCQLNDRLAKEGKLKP
An asterisk follows results filed as active; i = inactive; . = no result given; & = joins results of further samples. Some of the compounds tested; rates above refer to the full screens.

A first look:
SMILES	MazEF act	Mtb FBA inh	SSB-PriA inh	GDH-TPI counter	UGM FP inh	SARS 3CLpro inh	BH1578 lux ind	Rv3671c inh	Mtb BioA inh	DUSP3 inh
CCc1nc2ccc(C(=O)Nc3cccc(OC)c3)cn2c1N(C)Cc1ccc(OC)cc1	.	0.7	.	14.2	.	.	-0.3	.	-2.4	.
O=C1C=C(c2ccc3c(c2)OCCO3)C[C@@H](c2ccc(F)cc2)C1	-2.2	2.2	-2.5	13.8	-1.4	.	1.6	-20.7	-0.7	.
CCOP(=O)(C(NC(=O)c1ccccc1Cl)=C(Cl)Cl)c1ccccc1 (configuration not stated)	2.1	0.7	-3.2	-11.4	-0.4	-1.9	-0.4	-2.2	0.0	32.6
CCN(Cc1ccncc1)Cc1nc(-c2ccc(C(=O)OC)cc2)no1	0.9	0.3	-17.8	-4.8	1.2	-1.6	-0.4	0.4	-0.5	29.3

All compounds of this part (from the top)
SMILES	MazEF act	Mtb FBA inh	SSB-PriA inh	GDH-TPI counter	UGM FP inh	SARS 3CLpro inh	BH1578 lux ind	Rv3671c inh	Mtb BioA inh	DUSP3 inh
CCc1nc2ccc(C(=O)Nc3cccc(OC)c3)cn2c1N(C)Cc1ccc(OC)cc1	.	0.7	.	14.2	.	.	-0.3	.	-2.4	.
O=C1C=C(c2ccc3c(c2)OCCO3)C[C@@H](c2ccc(F)cc2)C1	-2.2	2.2	-2.5	13.8	-1.4	.	1.6	-20.7	-0.7	.
CCOP(=O)(C(NC(=O)c1ccccc1Cl)=C(Cl)Cl)c1ccccc1 (configuration not stated)	2.1	0.7	-3.2	-11.4	-0.4	-1.9	-0.4	-2.2	0.0	32.6
CCN(Cc1ccncc1)Cc1nc(-c2ccc(C(=O)OC)cc2)no1	0.9	0.3	-17.8	-4.8	1.2	-1.6	-0.4	0.4	-0.5	29.3
CC(CCc1ccco1)NC(=O)Cn1ncc2c(=O)oc3ccccc3c21 (configuration not stated)	8.6	2.1	-0.9	1.4	-3.8	3.3	-0.3	8.4	-0.7	30.5
O=C1CC(N(CCc2ccccc2)C(=S)Nc2ccccc2)C(=O)N1c1ccc(F)cc1 (configuration not stated)	9.0	1.5	-18.6	3.8	0.3	10.0	-0.7	-68.9	-0.7	17.2
O=C(CCN1C(=O)C2CC=CCC2C1=O)OCC(=O)c1ccc(F)cc1 (configuration not stated)	9.2	5.0	-5.5	-1.8	-3.6	.	-5.0	0.8	-0.5	.
CC(C)=C1C2CC2C2C(C(=O)O)C12 (configuration not stated)	-0.1	-3.2	-6.4	1.9	-0.5	0.0	i	-7.1	-0.3	15.4
COc1ccc(NC(=S)NC2CC3CCC2C3)c(OC)c1 (configuration not stated)	-7.2	3.2	1.4	3.5	0.3	0.3	-7.7	4.4	12.5	-19.5
Cc1nn(Cc2ccc([N+](=O)[O-])cc2)c(=O)n1-c1cccc(Cl)c1	-2.1	0.3	2.5	23.2	-1.1	3.7	-0.4	-2.2	.	13.0
Cn1c(SCc2ccccc2Cl)nc2c1c(=O)[nH]c(=O)n2C	-1.4	-0.1	2.2	-1.4	-1.6	6.9	i	10.4	-0.8	-3.5
COc1ccccc1C(C)NC(=O)c1ccc(C)o1 (configuration not stated)	11.3	1.0	-6.4	1.5	0.9	0.6	i	2.1	0.0	15.5
COc1ccc(NC(=O)CCNC(=O)c2ccccc2Cl)cc1S(=O)(=O)N1CCCCC1	0.8	4.2	.	3.6	.	.	i	.	-1.4	.
CCN1CCN(c2ccc(Nc3ccnc4ccccc34)cc2)CC1	29.8	3.5	11.9	14.8	2.3	.	-7.1	-4.0	0.7	.
CN(C(=O)CN1C(=O)NC2(CCc3ccccc32)C1=O)C1CCCCC1 (configuration not stated)	-24.5	-4.0	-11.1	7.1	0.6	.	-0.5	-0.3	-0.5	.
C[C@H](O)[C@@H]1C(=O)N2CCc3ccc(N4CCN(C)CC4)cc3[C@@H]2C[C@@H]1N(C)C(=O)Nc1cc(Cl)cc(Cl)c1	-1.1	2.1	9.6	-8.3	.	.	1.4	.	0.5	.
N/N=C(\Cc1cscn1)c1ccc(O)cc1O	-30.7	-4.7	.	8.6	2.3	1.1	-0.4	4.5	-0.6	8.5
O=C(Nc1cccnc1)c1cnn2cccnc12	0.1	0.8	-4.3	16.7	0.4	-4.0	i	-7.5	.	7.1
Cc1cc(C)n2nc(C(=O)OCC(=O)c3ccccc3Cl)nc2n1	-1.8	0.9	-1.9	-5.4	-1.4	.	i	0.9	-0.4	.
O=P(COCCOCCOCP(=O)(c1ccccc1)c1ccccc1)(c1ccccc1)c1ccccc1	-3.4	0.9	-6.7	-1.2	3.2	0.7	-0.5	-0.8	.	15.1
O=C(Nc1ccccc1Cl)Nc1ccnn1C1CCN(C(=O)CCN2CCCO2)CC1	4.0	-0.9	-10.1	-6.0	-1.1	1.5	-5.9	-2.6	0.7	-25.6
O=C(c1ccc2c(c1)OCCO2)N1CCN(S(=O)(=O)c2c(F)cccc2F)CC1	-1.9	0.9	-14.5	6.0	3.3	.	i	1.5	-1.9	.
CCNC(=O)C1(C)CCCCN1Cc1ccc(C#N)cc1 (configuration not stated)	.	3.0	.	11.5	.	.	1.2	.	-0.3	.
COc1ccc(/C(C)=N/NC(=O)c2cccc(S(=O)(=O)N3CCCC3)c2)c(O)c1	.	1.5	.	11.2	1.4	.	i	18.3	-0.4	.
CCC[C@@H](CN1CCC[C@H]1CN1C(N)=NC[C@H]1CC(C)C)N1C[C@@H](Cc2ccccc2)N(CCCC2CCCC2)C1=N	8.3	5.4	5.6	0.0	.	.	i	3.9	0.3	.
C[C@H](O)[C@H]1CC[C@H]2[C@@H]3CCC4=CC(=O)CC[C@]4(C)[C@H]3CC[C@]12C	-0.2	0.4	7.8	-5.3	-1.0	-4.8	i	1.5	0.6	4.7
COc1ccccc1N1CCN(C(=O)CC(NC(=O)c2ccccc2Cl)c2ccccc2)CC1 (configuration not stated)	-1.7	-0.1	-3.9	-4.2	.	.	6.2	.	1.7	.
O=C1C(Cc2ccccc2)NC(=S)N1c1ccccc1 (configuration not stated)	13.8	-0.3	-15.7	0.9	-2.0	9.2	i	1.9	1.3	17.4
CN(C)C(=O)CSc1nnc(-c2cccnc2)n1-c1ccccc1	9.0	1.3	-5.0	-5.0	-1.2	-4.7	0.0	10.7	0.1	21.1
Cc1ccc(CCNC(=O)c2ccc3nc4ccc(Cl)cc4c(=O)n3c2)cc1	-15.3	2.0	-10.0	4.7	-0.4	-3.5	-0.4	4.5	-0.8	22.2
CN1CCc2c(sc3nc(SCC(=O)N4CCOCC4)nc(N)c23)C1	-19.5	53.9*	2.1	-1.2	-2.6	-5.2	i	-7.9	.	1.5
Cc1nonc1NC(=O)CSc1nc2c(C)cccc2cc1C#N	31.3	-1.5	-12.1	8.5	1.3	2.6	-2.2	-33.4	.	34.4
COc1ccc(CCNC(=O)C/C(C)=N/NC(=O)COc2ccc(C)cc2Br)cc1OC	-1.5	-0.9	.	-1.9	0.2	-0.5	-0.3	-13.9	4.7	35.3
CCc1c(C)c2ccc(OCC(=O)OC)cc2oc1=O	-4.1	69.9*	-22.7	17.3	-2.2	-0.1	0.1	-5.3	.	-14.8
CC(C)c1ccc(NC(=O)CCNC(=O)Cn2cnc3ccccc3c2=O)cc1	-18.9	1.5	-18.5	-9.0	-1.6	-7.9	i	2.0	-2.3	16.3
Cc1ccc(S(=O)(=O)N(CC(=O)Nc2cc(C)ccc2C)C(=O)N2CCN(C)CC2)cc1	3.4	-2.9	-13.5	-5.6	-1.5	.	i	9.4	.	.
CC(C)Oc1ccc(C(CC(=O)N2CCOCC2)C(C)C)cc1 (configuration not stated)	1.6	-0.2	-10.3	0.7	-0.7	-1.6	i	-9.5	0.3	53.0*
CCCC/C(C)=N/NC(=O)C(=O)NCCc1ccccc1	-15.4	2.1	.	9.8	0.4	3.0	i	-2.1	-0.1	31.9
C[C@@H]1CN([C@H](C)CO)C(=O)c2cc(Br)cnc2O[C@H]1CN(C)C(=O)Nc1ccccc1F	7.7	2.5	.	0.9	.	.	-0.6	.	3.0&9.9	.
COc1ccc2c(c1)C(CC(=O)NN)CCC2 (configuration not stated)	-21.5	6.0	-9.5	1.7	.	.	-3.8	.	0.9	.
COc1cc(/C=C2/SC(=S)NC2=O)ccc1OS(=O)(=O)c1ccc(C)cc1	-7.6	-3.6	36.7	15.7	-2.0	4.2	i	-23.9	.	-15.0
COc1ccc(C(=O)N2CCN(c3nc(C4CC4)nc4sc(C)c(C)c34)CC2)cc1	-2.3	0.1	4.4	-1.5	-0.1	-0.3	-0.5	-5.8	-0.9	-9.5
CCOC(=O)c1nn(-c2ccc(Cl)cc2Cl)c(=N)c(C#N)c1C	.	.	.	.	1.5	2.5	.	-6.1	.	3.7
COc1ccc(CCNC(=O)Nc2ccccc2[N+](=O)[O-])cc1	1.3	-1.5	-1.4	5.0	1.5	-1.5	-0.3	8.0	.	10.6
COc1ccc(C(=O)NC2CCCCCCC2)cc1OC	-0.4	-2.2	-2.1	2.3	-1.4	.	i	2.4	-1.8	.
O=[N+]([O-])c1ccccc1SNc1ccccc1	2.8	-4.2	.	9.7	.	.	i	.	-0.3	.
CC(=O)Nc1nn(C)c2nc3cc(C)ccc3cc12	0.5	3.8	-13.7	9.3	0.6	-1.6	0.0	-6.8	0.1	27.9
CC(=O)c1cn(CC(=O)Nc2ccccc2C(F)(F)F)c2ccccc12	-8.4	-0.4	-12.7	10.6	2.1	0.3	i	4.2	0.0	13.9
O=C1CCCN1CC(CN1CCOCC1)Sc1nc2ccccc2c(=O)n1-c1ccccc1 (configuration not stated)	-1.3	-6.4	-5.4	2.5	.	.	.	.	18.7	21.4
O=C(CSc1nnc(-c2ccccc2Br)o1)Nc1cccc2ccccc12	-4.8	-0.8	-5.4	-2.7	1.8	-1.6	-0.2	2.5	.	13.2
CCOc1ccccc1CNn1cnnc1SCC(=O)NC(C)(C)C	4.2	2.4	.	-7.1	.	.	-0.4	.	-1.3	.
CCOC(=O)c1sc(N)c(C#N)c1CSc1nc2ccc(OCC)cc2[nH]1	-1.1	1.0	-14.2	0.9	-2.5	-1.0	-0.3	1.2	.	24.4
Fc1ccc(N2CCN(c3nc(-c4ccco4)cc(C(F)(F)F)n3)CC2)cc1	0.5	1.3	-9.2	10.4	-0.9	-1.4	-0.3	3.6	-0.9	20.8
COc1ccccc1NC(=O)Nc1ccc(C(=O)N2CCCCC2)cc1	1.4	-0.2	-9.5	-7.8	0.2	4.9	i	-3.4	-0.2	12.8
CCc1noc(C)c1C(=O)N1CCCC(Nc2cccc(F)c2)C1 (configuration not stated)	6.9	-4.0	.	-3.6	.	.	i	.	2.1	.
CCN(CC(=O)Nc1ccc(OC)cc1)C(=O)c1ccc(OCc2c(C)noc2C)cc1	6.3	0.2	-11.7	0.0	.	.	-0.9	.	-0.7	.
CCCn1c(N)c(C(=O)CSc2nc3ccccc3c(=O)n2-c2ccc(OC)cc2)c(=O)[nH]c1=O	5.9	1.9	10.1	1.3	0.6	2.2	-0.1	4.0	.	14.0
CCOc1cc(CNc2ccc3c(c2)OCCO3)cc(Br)c1OC	-4.2	5.1	34.5	16.2	-1.1	1.7	i	-1.7	.	31.0
COc1ccc(CN2CCCN(S(=O)(=O)c3ccc(Br)cc3)CC2)cc1	2.8	1.3	1.2	-3.9	-3.7	-2.6	i	-4.4	-0.1	42.5
CC(=O)NNC(=O)N1Cc2ccccc2Oc2ccc(Cl)cc21	11.0	1.6	-7.0	-15.0	2.2	.	0.5	4.6	6.8	.

Looked up by compound from the list above (2):
SMILES	MazEF act	Mtb FBA inh	SSB-PriA inh	GDH-TPI counter	UGM FP inh	SARS 3CLpro inh	BH1578 lux ind	Rv3671c inh	Mtb BioA inh	DUSP3 inh
COc1ccc(CN2CCCN(S(=O)(=O)c3ccc(Br)cc3)CC2)cc1	2.8	1.3	1.2	-3.9	-3.7	-2.6	i	-4.4	-0.1	42.5
CCOc1cc(CNc2ccc3c(c2)OCCO3)cc(Br)c1OC	-4.2	5.1	34.5	16.2	-1.1	1.7	i	-1.7	.	31.0

Screens: PubChem BioAssay, several laboratories
